Screening results deposited in PubChem by several laboratories.
Furin inh = human furin inhibitors, primary screen, biochemical, fluorescence intensity; inhibition, % at 30 µM; AID 463115, 2010; P09958; 220,000 compounds, 0.061% hits; purified furin, fluorogenic substrate cleavage; in the data active = inhibition above about 25%; also: inactives centre near -15
EBV gp42 inh = Epstein-Barr virus gp42 inhibitors, primary screen, biochemical, uHTS, fluorescence polarization. 220,000 compounds, 0.42% hits. Glycoprotein 42 (Epstein-Barr virus (strain AG876)), Q1HVG2. Fluorescence polarization binding assay, mP read-out. inhibition, % (tested at 21.74 µM). AID 1085, 2008; in the data active = inhibition above about 50%
PPC-1+TRAIL kill = compounds killing PPC-1 cancer cells with TRAIL present, primary screen, TRAIL potentiator project, ATPLite luminescence, uHTS; 220,000 compounds, 0.41% hits; AID 1443, 2008; cell killing (% activity), % at 4 µM; PPC-1 cells + TRAIL, ATPLite viability luminescence;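 active = cell killing above 50% in the first pass at 4 µM, then a duplicate retest at 5 µM averaging 50% or more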;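 also: plate controls were cells with TRAIL plus DMSO for no effect and medium-only wells lacking cells for full effect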
KCC2 mod = KCC2 cotransporter modulators, thallium flux, primary screen, cell-based, HEK293 KCC2, FluoZin-2 fluorescence, MLSMR. B-score of Tl+ flux slope (higher = more flux/activation; lower = inhibition) at 10 µM. KCC2 cells, thallium flux FluoZin-2 fluorescence. AID 1456, 2008. Solute carrier family 12 member 5 (Homo sapiens), Q9H2X9. 190,000 compounds, 2.2% hits;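 active = thallium flux slope and its plate-corrected score both differing from the plate sample mean at a set confidence after two filtering rounds, in either direction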;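 also: slope of fluorescence scaled to starting intensity during 10 to 20 s after thallium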
Target sequence (Q9H2X9 whole entry, looked up): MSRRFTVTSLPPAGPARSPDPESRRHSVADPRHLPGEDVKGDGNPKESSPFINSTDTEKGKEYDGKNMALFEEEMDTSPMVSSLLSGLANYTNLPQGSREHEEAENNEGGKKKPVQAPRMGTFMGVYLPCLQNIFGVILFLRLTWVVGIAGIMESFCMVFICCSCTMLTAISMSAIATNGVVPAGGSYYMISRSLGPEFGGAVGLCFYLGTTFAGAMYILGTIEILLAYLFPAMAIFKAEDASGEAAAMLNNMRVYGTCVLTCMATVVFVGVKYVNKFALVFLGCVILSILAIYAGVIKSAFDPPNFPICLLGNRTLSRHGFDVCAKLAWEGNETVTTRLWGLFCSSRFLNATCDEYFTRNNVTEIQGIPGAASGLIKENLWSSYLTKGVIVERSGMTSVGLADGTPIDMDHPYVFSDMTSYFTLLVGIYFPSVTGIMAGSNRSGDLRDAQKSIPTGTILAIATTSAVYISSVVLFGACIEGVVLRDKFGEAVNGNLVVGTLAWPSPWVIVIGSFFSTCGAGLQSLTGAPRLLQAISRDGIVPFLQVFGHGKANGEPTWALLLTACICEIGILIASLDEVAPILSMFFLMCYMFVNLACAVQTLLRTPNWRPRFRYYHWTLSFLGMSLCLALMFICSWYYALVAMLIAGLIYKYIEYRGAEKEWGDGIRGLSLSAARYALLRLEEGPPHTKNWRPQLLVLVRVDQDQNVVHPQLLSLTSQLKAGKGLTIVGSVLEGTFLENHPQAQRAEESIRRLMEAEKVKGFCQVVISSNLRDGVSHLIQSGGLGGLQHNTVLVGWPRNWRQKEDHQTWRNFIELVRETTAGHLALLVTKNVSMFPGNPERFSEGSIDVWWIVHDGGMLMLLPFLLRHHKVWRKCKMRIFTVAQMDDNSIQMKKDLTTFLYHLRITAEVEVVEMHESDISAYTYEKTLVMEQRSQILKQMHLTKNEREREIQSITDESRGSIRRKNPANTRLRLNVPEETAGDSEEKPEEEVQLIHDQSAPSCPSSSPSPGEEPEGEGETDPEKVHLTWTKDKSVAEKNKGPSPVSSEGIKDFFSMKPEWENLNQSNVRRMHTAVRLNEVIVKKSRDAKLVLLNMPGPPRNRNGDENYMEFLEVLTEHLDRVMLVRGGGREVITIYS
Calpain2 inh = inhibitors of pig calpain II, primary screen, biochemical, fluorogenic peptide substrate, 1536-well. purified calpain II, 30 min. inhibition, % at 16 µM. 220,000 compounds, 0.37% hits. AID 1236, 2008;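 active = inhibition above about 50%, limit read from the data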
TRPML3 agonist = human TRPML3 channel agonists, primary screen, cell-based, HEK293 TRPML3-YFP, Fluo-8 calcium fluorescence, 3 µM | 220,000 compounds, 0.29% hits | 100% = the carbachol control signal | activation, % at 3 µM;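 active = activation above its plate's cutoff, the mean activation of the plate's test wells plus 3 SD, cut at about 12% in these data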;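 also: 0% = DMSO only wells and 100% = carbachol wells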
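Test system – HEK293 line with stable expression of human TRPML3-YFP channel · Control set – carbachol 87 µM final as high control (100%), DMSO as low control (0%) · Signal – Fluo-8 calcium dye fluorescence, ex 470-495, em 515-575 nm · Incubation – 1-h 37 °C dye load, 5-s basal, 120-s post-compound reads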
TRPN1 ag = zebrafish TRPN1 channel agonists, primary screen, cell-based, HEK293, calcium fluorescence; transient receptor potential cation channel N1 (TRPN1/NompC), Danio rerio; HEK293 zebrafish TRPN1-YFP, Fluo-8 calcium fluorescence; 100% = response to 87 µM carbachol; activation, % at 3 µM; 220,000 compounds, 0.18% hits; AID 1424, 2008;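 active = activation above its plate's cutoff, the mean activation of test wells on that plate plus 3 SD, cut at about 19% in these data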;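 also: 0% = DMSO alone and 100% = 87 µM carbachol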
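System: zebrafish TRPN1-YFP in HEK293 cells / Dosing: 3 µM single point / Timing: dye loading 1 h at 37 °C, then 30 min room temperature / Signal: Fluo-8 calcium fluorescence, excitation 470-495 nm, emission 515-575 nm / Read-out basis: percent activation from peak over basal fluorescence ratio, control-normalized / Control set: high carbachol 87 µM, low DMSO alone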
thrombin 1536 = human alpha-thrombin inhibitors, primary screen, counter-screen for coagulation protease inhibitor project, biochemical, 1536-well, fluorogenic AMC substrate. Boc-VPR-AMC fluorogenic substrate cleavage. inhibition, % at 5 µM. 220,000 compounds, 0.26% hits. AID 1046, 2008;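 active = inhibition at or above 40%; inactive = inhibition below 40%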;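 also: 0% = enzyme with no compound and 100% = wells without enzyme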
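System – human alpha-thrombin · Medium – pH 7.5 Tris (50 mM) with NaCl 150 mM, Tween 20 0.05% · Compound – single-point dosing at 5 µM, 0.2% DMSO · Incubation – enzyme reaction carried out at room temperature · Technique – fluorescence of released AMC, ex 355 nm, em 460 nm · Read-out basis – % inhibition of thrombin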
Tb hexokinase = Trypanosoma brucei hexokinase 1 inhibitors, primary screen, biochemical, G6PDH-coupled NADH absorbance, MLSCN library; inhibition, % at 10 µM; 220,000 compounds, 0.11% hits; hexokinase 1 [Trypanosoma brucei]; recombinant TbHK1, G6PDH-coupled NADH A340;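 active = inhibition of 50% or more in the single-dose primary screen; inactive = inhibition below 50%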
Active calls of the source: *; . = not tested or not shown; [ ] = dose if it differs, or a comment.

SMILES	Furin inh	EBV gp42 inh	PPC-1+TRAIL kill	KCC2 mod	Calpain2 inh	TRPML3 agonist	TRPN1 ag	thrombin 1536	Tb hexokinase
Cc1ccc(NC(=O)CSc2ccccc2NC(=O)c2ccccc2Cl)cc1Cl	-20	-6	-4	-0.043	7	-0.2	-0.1	1	20
CCOc1ccc(C(=O)Nc2nncs2)cc1OCC	-13	-29	-4	.	-31	0.7	1.1	5	-8
O=C(CN1CCOCC1)Nc1cc([N+](=O)[O-])ccc1Cl	-24	4	2	1.8	-7	0.6	-0.8	.	-7
CCC1(c2ccccc2)NC(=O)N(Cc2cccc([N+](=O)[O-])c2)C1=O (centres undefined)	-6	0	-8	0.16	6	1.4	0.0	2	4
CCn1c(=N)n(CC(=O)c2cccc(OC)c2)c2ccccc21	.	-9	2	.	7	.	.	3	.
COc1ccc(C(=O)Nc2cc(C)nn2-c2nc3ccccc3[nH]2)c(OC)c1	-18	-7	12	0.28	-62	0.3	1.1	12	-3
Nc1nc(SCC(=O)NCCCO)nc2sc3c(c12)CCC3	-15	-4	18	.	20	-0.4	-0.3	1	-3
CC(NC(=O)CSc1nnc(-c2cc3cc(Cl)ccc3o2)n1C)c1ccccc1 (centres undefined)	-2[20 µM]	8	16	-0.8	-5	-0.6	-0.3	-5	5
N#CCCN(/N=C/c1cccnc1)C1=NS(=O)(=O)c2ccccc21	-22	-30	-24	-0.22	-15	0.4	-0.2	5	-16
O=C(NCc1ccccc1)c1c[nH]c2cc3c(cc2c1=O)OCCO3	-17[20 µM]	-19	24	0.26	-10	-0.2	-0.4	6	2
CC(C)CCNC(=O)CSc1nc2ccccc2c(=O)[nH]1	-1[20 µM]	-13	-3	0.013	-23	0.4	-0.4	-1	-2
CCCn1c(N2CCN(CC(=O)Nc3ccc4c(c3)OCCO4)CC2)nc2ccccc21	-16[20 µM]	-18	8	-0.015	-5	-0.4	-0.7	5	-2
O=[N+]([O-])c1ccc2c(c1)C(O)n1nc(-c3ccccc3)nc1S2 (centres undefined)	-29	-6	6	0.82	-11	1.3	4.8	-1	-15
CCOc1ccc(/C=N/NC(=O)c2c(-c3ccccc3)noc2C)cc1	-19	-9	17	-0.56	0	0.9	-0.2	2	24
COc1cccc(C2=NOC(C(=O)Nc3cccc(C(C)=O)c3)C2)c1OC (centres undefined)	-11	1	-5	.	-12	0.5	3.0	-6	8

Quoted from the listing.
For PPC-1+TRAIL kill, `COc1cccc(C2=NOC(C(=O)Nc3cccc(C(C)=O)c3)C2)c1OC` (centres undefined) has -5
For EBV gp42 inh, `Nc1nc(SCC(=O)NCCCO)nc2sc3c(c12)CCC3` has -4
For TRPN1 ag, `CCOc1ccc(C(=O)Nc2nncs2)cc1OCC` has 1.1
For Calpain2 inh, `O=[N+]([O-])c1ccc2c(c1)C(O)n1nc(-c3ccccc3)nc1S2` (centres undefined) has -11
For TRPML3 agonist, `CCC1(c2ccccc2)NC(=O)N(Cc2cccc([N+](=O)[O-])c2)C1=O` (centres undefined) has 1.4

New compounds follow.
SMILES	Furin inh	EBV gp42 inh	PPC-1+TRAIL kill	KCC2 mod	Calpain2 inh	TRPML3 agonist	TRPN1 ag	thrombin 1536	Tb hexokinase
Cc1ccc(CC2(O)CC(C)N(C)CC2C)c(C)c1 (centres undefined)	-12	-24	-10	0.018	-71	0.2	0.3	2	10
COc1ccccc1Cc1nc(-c2ccc(C)cc2)no1	-18[20 µM]	-19	3	.	7	0.4	-0.2	-3	0
CC1CN(C(=O)c2cc3ccccc3oc2=O)CC(C)O1 (centres undefined)	-18	-23	15	0.61	-10	0.1	1.6	4	-10
Fc1ccccc1NC(=S)Nc1cccc2cnccc12	-24	-4	-16[5 µM]	0.17	-10	0.4	0.0	-22	3
COc1ccccc1OCc1ccc(C(=O)NCc2ccco2)o1	-26[20 µM]	-1	7	-1.8	6	-0.6	-1.6	-5	8
O=C(NCC1CCN(S(=O)(=O)c2ccccc2)CC1)Nc1ccc(F)cc1	-13	-10	6	-0.79	5	1.8	3.2	-7	-8
COc1ccc(C(=O)Cn2c(Br)nc3c2c(=O)n(C)c(=O)n3C)cc1OC	-6	-11	7	0.91	-71	0.7	-0.6	-10	-7
COCCOC(=O)C1=C(C)N(c2ccccc2)C(=O)NC1c1cccc([N+](=O)[O-])c1 (centres undefined)	-10	-12	22	0.15	15	0.3	0.6	-4	-3
CCOC(=O)c1nc(C)sc1-c1ccnn1S(=O)(=O)c1ccc(C)cc1	-4	-1	6	-0.16	-4	-0.1	-1.8	-1	-16
CCCN1CCC(=NNc2ccc(S(=O)(=O)N(CC)CC)cc2[N+](=O)[O-])CC1	-8	-11	9	0.095	16	0.7	0.9	-1	-1
N#Cc1cc(N)ccc1Sc1ccccc1	-15[20 µM]	-13	12	-0.83	-17	-0.5	-1.4	9	-6
CSCCC(NC(=O)C12CC3CC(CC(C3)C1)C2)C(=O)OCC(=O)c1ccc(C)cc1 (centres undefined)	-36	-21	16	0.13	-5	0.7	-0.1	-4	0
C/C=C/c1ccc(OCCN2C(=O)NC(C)(C)C2=O)c(OC)c1	-21[20 µM]	-2	4	1.1	3	0.0	-1.7	-13	2
Brc1ccc(/C=C/C=N/Nc2nc3ccccc3s2)cc1	-6[20 µM]	-13	-2	1.5	0	0.7	-0.2	7	-12
O=C(NCc1ccc2c(c1)OCO2)c1cc2ccccc2oc1=O	-14[20 µM]	-2	-9	-0.33	21	0.8	0.6	-6	-3
COc1ccc2nc(NC(=O)C3CCCN(S(=O)(=O)c4cccc5nonc45)C3)sc2c1 (centres undefined)	-14[20 µM]	-30	11	-0.12	-84	0.4	0.1	-2	1
CC1(C)Cc2nc(N)c(C(=O)NCCO)cc2CO1	-17	2	13	0.71	-249	1.2	-0.4	-8	-6
C=CCn1c(=S)[nH]c2nc3c(cc2c1=O)CCCC3	-15[20 µM]	-5	-2	126*	12	0.6	1.0	4	-7
CC(C)N(C(=O)CSc1nc2ccccc2n1Cc1ccccc1)C(C)C	-19[20 µM]	5	2	-0.81	29	-1.2	-0.5	5	7
CSCCC1NC(=O)N(CC(=O)Nc2c(C(C)C)cccc2C(C)C)C1=O (centres undefined)	-26	-20	10	-0.16	-11	0.9	0.1	-5	-5
COc1ccc(CC(=O)OC(C)CN2CCOCC2)cc1 (centres undefined)	-24	-4	-4	0.5	20	0.1	0.6	-2	8
O=C(COc1ncnc2ccccc12)NCCc1ccc(F)cc1	11	-4	26	-0.6	-13	-0.2	0.6	-17	0
CNC(=S)Nc1cc(C(=O)N2CCCC2)ccc1N1CCCC1	-11	5	6	0.78	-11	0.4	-1.2	-1	-13
CCC(CC)C(=O)Nc1ccncc1	-17	-21	8	-0.26	3	0.6	-0.1	-2	-4
CCC(SC1=NCCS1)C(=O)Nc1ccc(S(N)(=O)=O)cc1 (centres undefined)	-12	-1	-8	-0.73	6	0.7	1.7	-6	1
N#Cc1cc([N+](=O)[O-])ccc1Oc1cccc(/C=N/NC(=O)c2cccc(Cl)c2)c1	-2[20 µM]	-24	17	-1.5	-191	0.5	0.6	2	-14
Cc1cc(Br)c(NC(=O)COC(=O)C2CC2C)c(Br)c1 (centres undefined)	-28	-3	21	-0.52	-12	0.1	-0.1	-1	-2
O=C(COC(=O)c1ccc2ccccc2n1)c1ccc(F)cc1	-30	-21	-6	-2.5	-20	0.6	-0.4	7	7
Cc1ccc(S(=O)(=O)N2CCCC2C(=O)n2nc(C)cc2C)cc1 (centres undefined)	-6[20 µM]	12	7	0.71	17	0.6	0.8	-6	1
O=C(O)C1C2C=CC(O2)C1C(=O)NCCCn1ccnc1 (centres undefined)	2	-5	3	.	12	1.0	0.6	1	8
C=C1CCN(C(C)C(=O)O)S(=O)(=O)c2ccccc21 (centres undefined)	-27	-24	20	1.4	24	.	.	1	-5
Cc1ccc(N(CC(=O)NCC2CCCO2)S(C)(=O)=O)cc1Cl (centres undefined)	-16[20 µM]	-11	11	0.24	12	0.5	1.0	-9	3
c1coc(-c2nc(-c3ccncc3)no2)c1	-14[20 µM]	-31	2	.	1	0.3	-0.4	1	-3
CC(C)CCOCC(=O)Oc1ccccc1C(=O)O	-33	1	42	.	-16	0.6	1.1	0	3
Cc1ccc(-n2c(C(C)n3nc(C)c([N+](=O)[O-])c3C)n[nH]c2=S)cc1 (centres undefined)	-18[20 µM]	-16	0	0.64	-8	0.6	-0.3	2	-1
CCOc1ccc(NC2=C(Cl)C(=O)N(Cc3ccccc3)C2=O)cc1	-18	8	-7	.	-9	-0.2	0.5	-5	5
CCOC(=O)c1cc(C#N)c(N)nc1C	-27	-5	0	-0.99	-32	0.8	1.3	-2	-1
CCCCC(=O)Nc1nc2ccc(C(=O)OC)cc2s1	-12	-2	15	0.14	-6	-0.6	-1.7	-9	-4
Cc1cc(=O)oc2cc(OCCCC[n+]3ccccc3)ccc12	-48	-9	7	0.079	-66	0.6	-0.7	-1	-33
COC(=O)CN(c1ccc2c(c1)OCO2)S(C)(=O)=O	-13[20 µM]	5	7	0.48	-13	0.8	-1.5	-2	5
CCn1c(SCC(=O)Nc2nc(C)c(C)s2)nc2cccnc21	-16[20 µM]	6	9	1.3	21	-0.5	0.4	3	-1
O=S1(=O)CCC(NC(=S)N2CCCCC2)C1 (centres undefined)	-25	-1	15	-0.0096	-2	0.1	0.3	-4	0
COc1ccccc1NC(=O)COc1ccc(/C=N/n2cnnc2)cc1OC	-32	-5	13	0.4	-87	1.2	0.8	-14	-2
Cn1c(=O)[nH]c2cc3ccccc3cc21	-10[20 µM]	-8	25	.	-9	0.5	-0.1	1	6
COC(=O)CCCNC(=O)OCc1ccc([N+](=O)[O-])cc1	-8[20 µM]	-15	14	.	19	-0.1	1.1	1	0
CCc1nnc(NC(=O)c2ccc(S(=O)(=O)N(CCOC)CCOC)cc2)o1	-1	-22	22	-0.085	4	0.0	-0.8	-2	-4
O=C(Cc1ccccc1)NCC(=O)OCC(=O)c1ccc([N+](=O)[O-])cc1	-7	12	12	1.6	13	1.1	-0.5	-5	6

Not a retest: 2 of the compounds above.
SMILES	Furin inh	EBV gp42 inh	PPC-1+TRAIL kill	KCC2 mod	Calpain2 inh	TRPML3 agonist	TRPN1 ag	thrombin 1536	Tb hexokinase
C=C1CCN(C(C)C(=O)O)S(=O)(=O)c2ccccc21 (centres undefined)	-27	-24	20	1.4	24	.	.	1	-5
Cc1ccc(N(CC(=O)NCC2CCCO2)S(C)(=O)=O)cc1Cl (centres undefined)	-16[20 µM]	-11	11	0.24	12	0.5	1.0	-9	3
